Screens deposited in PubChem BioAssay by National Center for Advancing Translational Sciences (NCATS).
HP1b binding inh: blocks HP1-beta chromodomain binding to methylated histone tails | P83916 | AlphaScreen HP1-beta / biotin-H3K9me3 peptide binding | Potency, µM (doses to about 114 µM), without a hit: top-dose activity change, negative = inhibition, actives largely listed as inhibitors | 390,000 tested, 0.56% active | AID 540317; further: potency means the concentration at half of the fitted maximal effect; nearly all actives have a fitted effect of over 70% in size; inactives centre near 23
Target sequence (P83916 whole entry, looked up): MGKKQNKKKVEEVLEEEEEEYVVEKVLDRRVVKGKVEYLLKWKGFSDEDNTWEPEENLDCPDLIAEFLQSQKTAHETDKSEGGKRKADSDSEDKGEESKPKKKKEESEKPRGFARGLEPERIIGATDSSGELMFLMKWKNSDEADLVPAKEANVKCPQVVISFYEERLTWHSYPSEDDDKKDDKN
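Compound inhibition of the preformed complex between 50 nM HP1-beta and 50 nM biotinylated H3K9me3 peptide was read by AlphaScreen. Buffer was PBS pH 7.4 with 0.01% Tween-20. Incubations ran 30 min at room temperature, with 10 ug/mL donor/acceptor beads.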
TrxR1 inh: blocks rat thioredoxin reductase 1. recombinant rTrxR1, NADPH fluorescence consumption, selenite substrate. Potency, µM (titrated, usually from 114 µM), inactives show at the top dose activity change, negative = inhibition, hits mostly inhibitors. 390,000 tested, 1% active. AID 588453; further: potency means the concentration at half of the fitted maximal effect; on the % scale 0 is the no-effect control and ±100 the full control effect; nearly all actives have a fitted effect of over 65% in size
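Rat TrxR1 (90 nM in the dispensed reagent) was pre-reduced with 400 uM NADPH for 5 min at room temperature, then incubated with compound for 15 min. After 400 uM selenite was added, NADPH fluorescence (Ex 340/Em 450 nm) was followed for 8 min.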
IDH1 R132H inh: human IDH1 R132H inhibition | Potency, µM (doses to about 76.6 µM), without a hit: top-dose activity change, negative = inhibition, hits mostly inhibitors | 390,000 tested, 0.093% active | IDH1-R132H enzyme, NADPH consumption, diaphorase/resazurin fluorescence | O75874; further: potency means the concentration at half of the fitted maximal effect; on the % scale 0 is the no-effect control and ±100 the full control effect; nearly all actives have a fitted effect of over 65% in size
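IDH1-R132H (0.5 ug/mL dispensed) in pH 7.5 Tris buffer was preincubated 30 min with compound, then given a substrate mix of 0.016 mM NADPH and 2 mM alpha-KG for 80 min at room temperature; remaining NADPH was read by diaphorase/resazurin fluorescence.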
GLS inh: inhibitors of human glutaminase (GLS); O94925; 410,000 tested, 0.21% active; GLS enzymatic activity, qHTS titration; AID 624170; Potency, µM (top dose mostly 45.5 µM), for the others: at the highest dose activity change, negative = inhibition, actives largely listed as inhibitors; further: potency means the concentration at half of the fitted maximal effect; on the % scale 0 is the no-effect control and ±100 the full control effect
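Read-out is an Amplex red fluorescence increase coupled through glutamate oxidase and HRP, measured before and after 30 min room-temperature incubation. hKGA is in 45 mM KH2PO4 (pH 8.2) with 0.02% Tween-20; glutamine added as 1mM solution.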
Tb PGK inh: inhibitors of T. brucei phosphoglycerate kinase | P07378 | PGK/GAPDH coupled, Kinase-Glo luminescence, 60 min | Potency, µM (series often up to 57.5 µM), for the others: top-dose activity change, negative = inhibition, usual class: inhibitors | 380,000 tested, 0.043% active | AID 602233; further: potency means the concentration at half of the fitted maximal effect; on the % scale 0 is the no-effect control and ±100 the full control effect; nearly all actives have a fitted effect of over 60% in size
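Recombinant glycosomal PGK reaction used 1,3-bisphosphoglycerate generated in-well by GAPDH (100nM final) in 100mM TEA pH 7.6, 5mM MgCl2, 0.01% Tween-20. After 60 minutes at room temperature, ATP was read by Kinase-Glo Plus luminescence end-point.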
Pin1 inh: human Pin1 inhibition; Q13526; Pin1 FP peptide displacement, HiFluor488, 10 min; Potency, µM (doses to about 115 µM), for inactives: at the highest dose activity, negative = inhibition, most hits filed as inhibitors; 390,000 tested, 0.009% active; AID 504891; active means well fitted inhibition curve with a large enough effect in the polarisation, with a control signal flat, not every such curve was filed as active; inconclusive means small, poorly fitted or top-dose-only effect, or effect the other way, or a change in a side signal; inactive means no such curve, though single readings can be large or run the other way; the % refers to the polarisation; further: potency means the concentration at half of the fitted maximal effect; on the % scale 0 is the no-effect control and ±100 the full control effect
USP1-UAF1 inh: inhibitors of human USP1/UAF1 deubiquitinase; O94782; recombinant USP1/UAF1, Ub-Rhodamine cleavage fluorescence; Potency, µM (series often up to 57.1 µM), for the others: at the top dose activity change, negative = inhibition, actives largely listed as inhibitors; 390,000 tested, 0.23% active; further: potency means the concentration at half of the fitted maximal effect; on the % scale 0 is the no-effect control and ±100 the full control effect; nearly all actives have a fitted effect of over 60% in size; inactives centre near -12
Target sequence (O94782 whole entry, looked up): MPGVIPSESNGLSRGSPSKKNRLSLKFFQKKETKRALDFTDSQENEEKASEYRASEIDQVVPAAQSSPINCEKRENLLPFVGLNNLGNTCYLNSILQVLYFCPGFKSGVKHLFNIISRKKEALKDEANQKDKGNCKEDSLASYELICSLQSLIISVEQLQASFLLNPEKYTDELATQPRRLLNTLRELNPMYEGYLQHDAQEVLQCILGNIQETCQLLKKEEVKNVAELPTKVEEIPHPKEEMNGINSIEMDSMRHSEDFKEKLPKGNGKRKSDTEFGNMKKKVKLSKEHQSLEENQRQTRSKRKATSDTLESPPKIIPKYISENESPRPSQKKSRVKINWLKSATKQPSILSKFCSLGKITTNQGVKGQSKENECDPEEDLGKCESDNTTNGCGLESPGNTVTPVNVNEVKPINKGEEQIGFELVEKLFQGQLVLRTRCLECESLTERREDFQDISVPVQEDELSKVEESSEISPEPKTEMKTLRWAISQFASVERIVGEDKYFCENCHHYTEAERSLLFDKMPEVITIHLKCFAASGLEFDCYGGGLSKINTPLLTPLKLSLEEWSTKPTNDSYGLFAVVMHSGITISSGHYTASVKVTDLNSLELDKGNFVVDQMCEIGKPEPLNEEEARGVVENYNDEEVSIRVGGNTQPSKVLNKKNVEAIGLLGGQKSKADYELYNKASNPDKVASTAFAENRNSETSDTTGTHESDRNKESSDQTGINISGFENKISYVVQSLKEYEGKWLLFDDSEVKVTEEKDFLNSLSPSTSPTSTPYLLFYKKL
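USP1/UAF1 complex (1 nM) preincubated 15 min at room temperature with compound, then Ub-Rho substrate (150 nM final) added. Kinetic fluorescence at 480/540 nm over 6 reads at 60 s intervals; 50 mM HEPES pH 7.8, 0.5 mM EDTA, 0.1 mg/ml BSA, 1 mM TCEP, 0.01% Tween-20.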
TrxR1 substrate: is turned over as a substrate by rat TrxR1; 390,000 tested, 0.01% active; purified TrxR1 substrate turnover, NADPH consumption readout; Potency, µM (titrated, usually from 114 µM), inactives show at the highest dose activity change, negative = substrate turnover; AID 588456; further: potency means the concentration at half of the fitted maximal effect; on the % scale 0 is the no-effect control and ±100 the full control effect; nearly all actives have a fitted effect of over 50% in size
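Rat TrxR1, dispensed at 90 nM, was prereduced with 400 uM NADPH (final) for 5 min at ~22 deg C, then incubated with compound 15 min before 400 uM selenite. A first-read NADPH fluorescence drop versus no-compound background flagged substrates.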
PI4K2A inh: PI4K2A (human) kinase inhibition | Q9BTU6 | purified PI4K2A, ADP-Glo luminescence, 1 h; stronger effect = lower value | activity change, negative = inhibition, % at 76.9 µM | 420,000 tested, 0.13% active | AID 1346378; in the data active means activity change below about -50%; inconclusive means mostly about -30% to -49%;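 further: -100% = wells without enzyme as full effect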
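PI4K2A activity was measured by ADP-Glo luminescence: enzyme (4 ug/mL stock) and phosphatidylinositol (1.2 mM stock) in Tris pH 7.5/MgCl2/EGTA/Triton X-100 buffer were reacted with ATP (300 microM stock) for one hour at ambient temperature.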
Active calls of the source: *; i = inactive; ? = inconclusive; . = not tested or not shown; [ ] = dose if it differs, or a comment. Unless noted, the call rests on the fitted dose curve; in most records, active means well fitted curve in the direction sought with a large enough effect; inconclusive means small, poorly fitted or top-dose-only effect, or another doubt; inactive means no such curve, though single readings can be large; an effect the other way counts as inactive or inconclusive. An excerpt; the hit share may differ from the screen's.

HP1b binding inh | TrxR1 inh | IDH1 R132H inh | GLS inh | Tb PGK inh | Pin1 inh | USP1-UAF1 inh | TrxR1 substrate | PI4K2A inh | smiles
58%[activator] | 13%[57.1 µM] | 1% | -5% | 5% | -4% | -15% | 12%[57.1 µM] | -2 | Cn1c2c(c(=O)n(C)c1=O)C(C(F)(F)F)(C(F)(F)F)N=C(C1CCCCC1)N2
49%[activator] | -12% | 5% | -10% | 0% | 1% | -11% | -8% | 5 | Cn1cc(/C=C/c2nc3ccccc3c(=O)n2-c2cccc([N+](=O)[O-])c2)c2ccccc21
18µM* | 50µM* | -4% | ? | ? | ? | ? | -8% | 4 | O=C(O)CCCN1C(=O)/C(=C\c2ccc(-c3nc4ccccc4s3)o2)SC1=S
36% | -2% | 1% | 7% | -8% | 1% | -17% | -6% | -3 | COc1ccc(/C=C/c2ccc3c(Br)ccc(O)c3n2)cc1
51%[activator] | 2% | -7% | 1% | -1% | -9% | -21% | -4% | -6 | CC1CCCN(S(=O)(=O)c2ccc(C(=O)Nc3nnc(C4CC4)o3)cc2)C1 (centres undefined)
32% | -47% | -2% | -1% | -6% | 17% | -11% | -3%[57.1 µM] | -15 | CSc1ccc(-c2ccco2)nn1
62%[activator] | 8% | -7% | -6% | -1% | 8% | -3% | 0% | -4 | Cc1ccc(CN2C(=O)SC(Nc3ccccc3)C2=O)cc1 (centres undefined)
13% | 7%[57.1 µM] | -11% | 7% | -7% | -12% | 2% | -1%[57.1 µM] | -1 | CCCc1nn2c(=O)cc(COC(=O)c3cccc(NC(=O)COc4ccc(F)cc4)c3)nc2s1
11% | 3% | 7% | 8% | -6% | ? | -11% | 7% | -1 | O=C1c2ccccc2C(=O)N1c1n[nH]c(CCc2ccccc2)n1
1% | 10%[57.1 µM] | 10% | 0% | -8% | -4% | -15% | 5%[57.1 µM] | -4 | O=C(CCC(=O)Nc1ccccc1)N/N=C/c1ccccc1F
29% | -7% | 7% | 7% | 9% | -1% | -13% | -2% | -4 | O=C(NCc1ccccc1)NC(=O)c1ccncc1
18% | 4% | 0% | 48%[activator] | -2% | 0% | -21% | -3% | -3 | COc1ccc(N2CCN(C(=O)CSc3nc4nc(C)cc(C)n4n3)CC2)cc1
? | 3%[57.1 µM] | 5% | -19% | -2% | 1% | -4% | 2%[57.1 µM] | -5 | C=CCNC(=S)N1CCc2[nH]c3ccccc3c2C1
-9% | 28% | 0% | -1% | 7% | 2% | -16% | 1% | -2 | COc1cccc2sc(N(CCCN(C)C)C(=O)c3ccc(S(=O)(=O)N4CCc5ccccc5C4)cc3)nc12
20% | -16% | 1% | -15% | i | 2% | -9% | -12% | 5 | CCOC(=O)NC(=O)CSc1nnc(SCCC(=O)O)s1
30% | 15% | -2% | 0% | 2% | 0% | -28% | 14% | 1 | CN(C)CCNC(=O)c1ccccc1-c1cc2ccccc2c(=O)o1
19% | -24% | -5% | 9% | -1% | 2% | -5% | -15% | 3 | CSCCC(NC(N)=O)C(=O)Nc1ccc2ccccc2c1 (centres undefined)
-1% | 17%[57.1 µM] | 19% | 7% | -5% | -2% | -20% | 6%[57.1 µM] | 1 | CNC(=O)c1cc(C(=O)c2ccccc2C(F)(F)F)c[nH]1
19%[57 µM] | 13%[57.1 µM] | 2% | -10% | -5% | -1% | -5% | -8%[2.29 µM] | 3 | O=C(NC1CCCCC1)c1cc(S(=O)(=O)N2CCN(c3ccccc3)CC2)ccc1Cl
21% | 25% | -7% | 3% | -9% | -2% | -19% | 2% | 3 | CCOc1ccc(CN(C)C(=O)c2ccc3c(c2)NC(=O)C(C)S3)cc1OC (centres undefined)
10% | 13% | 0% | -8% | -3% | ? | -20% | 2%[57.1 µM] | 4 | CCN1CCN(c2c(Cl)cccc2NC(=O)c2ccc3c(c2)OCCO3)CC1
46%[activator] | 3% | -10% | -2% | -3% | 0% | -14% | -4% | 1 | COc1cc(C2NC(=S)NC(C)=C2C(=O)Nc2ccc(C)cc2)ccc1O (centres undefined)
5% | 19%[57.1 µM] | -2% | 7% | -1% | -1% | -9% | 7%[57.1 µM] | 2 | CCOC(=O)N/N=C(\C)c1cccs1
12% | -4%[57.1 µM] | -5% | -1% | -8% | 2% | -6% | 2%[57.1 µM] | 1 | COC(=O)C1=C(C)N(Cc2ccccc2)C(=NCCc2ccccn2)N[C@H]1c1cccc(C(F)(F)F)c1
. | . | -2% | 9% | -8% | . | -22% | . | -3 | O=C(CCn1c(=O)c2cccn2c2cccnc21)NCCCN1CCN(c2ccc(F)cc2)CC1
5% | 1% | -4% | 3% | -8% | 4% | -17% | -5% | -4 | CN1C(=O)/C(=C/c2ccccc2OCc2ccccc2)NC1=S
44%[activator] | 24% | 5% | -5% | 2% | ? | -22% | 5% | 0 | O=C(COc1ccccc1)Nc1cccc(-c2nn[nH]n2)c1
14% | 2% | 0% | 14% | -5% | -6% | -5% | -6% | 0 | O=C(NNC(=O)c1oc2ccccc2c1-n1cccc1)c1ccco1
58%[activator] | 1% | 1% | 12% | 8% | 11% | -2% | 12% | 4 | CCOC(=O)CSc1nc(N)c(C#N)c(-c2ccc(OC)cc2)c1C#N
38% | 9% | 8% | -7% | i | -1% | -17% | 4% | -1 | Cc1ccccc1C(=O)N1CCC(C(=O)OCC(=O)Nc2cccc([N+](=O)[O-])c2C)CC1
32% | 19%[57.1 µM] | -8% | 3% | -10% | -2% | -12% | 7%[57.1 µM] | 1 | O=C(O)C1(c2ccccc2)CCN(S(=O)(=O)c2ccc(Cl)cc2)CC1
14% | 14%[57.1 µM] | -6% | 7% | i | -1% | -11% | 5%[57.1 µM] | 4 | Cc1ccc(CNS(=O)(=O)c2ccc3c(c2)CCN3C(=O)CCCC(=O)O)cc1
52%[activator] | 27% | 4% | -14% | -2% | 50%[activator] | -8% | 18% | -1 | Fc1cccc(Nc2nc3ccccc3n3nnnc23)c1
21% | 1% | 3% | 21% | -10% | 2% | -27% | -3% | -2 | C(=C\c1ccccc1)/C=N/Nc1nc2ccccc2[nH]1
34% | 17%[57.1 µM] | 0% | 3% | -2% | -2% | -17% | 12%[57.1 µM] | -5 | O=C1C2CC=C(Cl)CC2C(=O)N1CCN1CCOCC1 (centres undefined)
-8% | 6%[57.1 µM] | -2% | -2% | -3% | 1% | -14% | -1%[57.1 µM] | 0 | CC(OC(=O)/C=C/c1cccc(C(F)(F)F)c1)C(=O)NC1CCCCC1C (centres undefined)
-11% | 18%[57.1 µM] | -2% | 1% | -8% | -3% | -14% | 4%[57.1 µM] | 1 | COc1ccc(NS(=O)(=O)c2cc(NC(=O)C3CCCCC3)ccc2N2CCOCC2)cc1
? | 16% | 6% | 0% | 2% | 3% | -21% | 2% | -1 | CN(C)c1ccc(CNc2nc(-c3ccccc3)nn2S(C)(=O)=O)cc1
17% | 10%[57.1 µM] | 7% | 1% | . | 20% | -9% | 5%[57.1 µM] | -4 | Cc1cccc(NC(=O)C2CCCN(S(=O)(=O)c3cccc4nsnc34)C2)c1 (centres undefined)
33% | 13% | 1% | 2% | -1% | -5% | -5% | 4% | 3 | O=C(c1cc(-c2ccc(Br)cc2)n[nH]1)N1CCN(S(=O)(=O)c2ccc(Br)cc2)CC1
43%[activator] | -13% | -3% | 6% | 4% | -1% | 3% | -12% | 14 | COc1ccc(/C=C2/C(=O)N=C(N)N2C)cc1OC
99%[activator] | 11% | 4% | 3% | -11% | -4% | 15% | -5% | -1 | Clc1ncccc1-c1nnn(-c2ccccc2Br)n1
79µM* | -9% | 2% | 0% | -9% | -5% | -22% | -7% | -1 | CCC(C)NC(=S)N1CCN(Cc2ccccc2)CC1 (centres undefined)
9%[57 µM] | 4% | . | . | . | 5% | . | -1% | . | CC(=O)NCCCc1ccc(C(=O)COC(=O)CNC(=O)c2ccc3ccccc3c2)cc1
